RAD54 branch: inhibitors of human RAD54 branch migration, primary screen, biochemical, fluorescence, single point; 0.14% of 360,000 active; inhibition, % at 10.4 µM; AID 602329, 2012; RAD54 Holliday junction branch migration, FAM/BHQ fluorescence;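 active = mean normalized replicate activity at least 40 and at least half of replicates scoring 40 or more; inconclusive = only one of the two criteria met; inactive = mean below 40 and under half of replicates reaching 40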;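 also: 0% = median of neutral control wells and 100% = median of positive control wells; inhibitors cause a drop in the FAM fluorescence signal; in these data hits start at about 50%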
FN deposition inh: inhibitors of fibronectin matrix deposition, primary screen, AH1F cells, Alexa488-fibronectin fluorescence, plate reader; AID 743247, 2014; inhibition, % at 12.6 µM; AH1F fibroblasts, overnight; 0.086% of 350,000 active;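 active = mean inhibition across replicates of 30% or more, regardless of how many single replicates reach that level; inconclusive = mean under 30% yet at least half of replicates reach 30%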;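 also: positive control wells lacked labelled fibronectin entirely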
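test system = AH1F fibroblasts assembling fluorescent fibronectin matrix | quantity = 10000 AH1F cells per well | buffer or medium = DMEM plus 2% serum, read in PBS | doses = single dose, pinned | incubation = 1 h cell attachment, overnight exposure to compound and label | detection = fluorescence at 485 nm excitation, 525 nm emission | read-out basis = inhibition from reduced deposited-fibronectin fluorescence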
S100A4 MyoIIA: inhibitors of S100A4-myosin IIA peptide binding, primary screen, biochemical, fluorescence polarization, TAMRA-MyoIIA peptide | Protein S100-A4 (Homo sapiens), P26447 | inhibition, % at 10.7 µM | 0.14% of 360,000 active;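 active = mean inhibition of at least 70% across replicates, with every replicate also reaching that level; inconclusive = mean inhibition reaches 70% but some replicates fall short; inactive = mean inhibition below 70%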
Target sequence (P26447 whole entry, looked up): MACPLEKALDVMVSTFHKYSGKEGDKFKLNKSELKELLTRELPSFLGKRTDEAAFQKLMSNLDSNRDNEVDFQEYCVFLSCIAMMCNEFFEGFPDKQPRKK
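Test system: S100A4 monomer protein. Medium: HEPES buffer with Ca2+, pH 7.2. Reagent: fluorescent myosin IIA peptide, 5 nM. Compound dosing: single-point compound testing. Timing: 5 min between mix addition and reading. Benchmarks: DMSO neutral and TFP positive wells.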
XiGFP reactiv: activators of inactive X chromosome reactivation, primary screen, imaging, XiGFP fibroblasts, GFP high-content imaging, set 2; XiGFP mouse fibroblasts, % GFP-positive cells imaging, 3 d; cells co-treated with 5-aza-dC sensitizer; scaled so ellipticine positive control = 100%; activation, % at 7.58 µM; AID 743238, 2013; 0.055% of 360,000 active;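 active = mean normalized replicate activation at least 10% and every replicate at or above 10%; inconclusive = only one of the two criteria met; inactive = mean below 10% and not all replicates reach 10%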;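 also: 0% = median of on-plate neutral control wells and 100% = ellipticine 6 µM median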
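Material: XiGFP fibroblasts, SV40-immortalized; Buffer or medium: DMEM containing 5-aza-dC; Compound dosing: single point; Times: 3 days compound exposure.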
esBAF inh: Bmi1 luciferase reporter increase in mESCs, primary screen, esBAF inhibitor project, mouse ES cells, Bmi1 luciferase knock-in, single point. 24 h; 100% = twice the neutral-well signal. reporter increase, % at 12.5 µM. 2% of 350,000 active. AID 602393, 2012; in the data active = activation above about 40%; inconclusive = no clear call, values can overlap the other calls;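 also: 0% = median of the plate's neutral control wells and 100% = double that signal; a rise in the Bmi1 reporter signal indicates esBAF inhibition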
RAD52 inh: RAD52 DNA annealing inhibitors, primary screen, biochemical, FRET, single point, set 2 | DNA repair protein RAD52 homolog (Homo sapiens), P43351 | recombinant RAD52 DNA annealing, FRET fluorescence | inhibition, % at 18.7 µM | 0.46% of 360,000 active;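 active = every replicate showing at least 50% inhibition; inconclusive = mean inhibition at least 50% but not in every replicate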
Target sequence (P43351 whole entry, looked up): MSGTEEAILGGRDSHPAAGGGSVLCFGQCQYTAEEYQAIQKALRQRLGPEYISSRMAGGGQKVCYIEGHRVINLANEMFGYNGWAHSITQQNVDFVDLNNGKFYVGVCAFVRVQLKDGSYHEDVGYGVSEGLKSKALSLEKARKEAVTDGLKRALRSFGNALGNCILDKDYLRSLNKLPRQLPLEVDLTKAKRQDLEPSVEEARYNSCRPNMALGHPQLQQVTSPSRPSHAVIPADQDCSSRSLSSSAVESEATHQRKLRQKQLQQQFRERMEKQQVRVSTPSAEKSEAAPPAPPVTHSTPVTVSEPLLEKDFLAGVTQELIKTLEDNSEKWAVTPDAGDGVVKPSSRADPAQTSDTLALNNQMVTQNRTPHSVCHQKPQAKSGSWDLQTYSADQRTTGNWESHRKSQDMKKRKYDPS
EWS-Fli inh: EWS/Fli-driven NR0B1 reporter inhibitors, primary screen, A673 cells, NR0B1 luciferase, luminescence, MLPCN library. 0.67% of 350,000 active. viability-normalised. inhibition, % at 12.6 µM;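 active = mean inhibition of at least 50% after viability correction, with every replicate also passing that limit; inconclusive = mean reaches 50% but only one of two replicates passes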;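 also: firefly luciferase signal divided by Alamar Blue viability fluorescence both relative to DMSO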
E-sel inducer: E-selectin induction in HUVECs, primary screen, imaging, HUVEC, immunofluorescence imaging, single point | AID 686992, 2013 | 0.37% of 260,000 active | activation, % at 7.58 µM | normalized: neutral wells 0, TNF-alpha wells 100;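 active = mean E-selectin-positive cell signal at least 10% of the positive control, reached in at least 60% of replicates, without over 20% cell loss; inconclusive = no rule given, readout overlaps actives, possibly toxicity-flagged; inactive = the rest, including those meeting only one limit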;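 also: in these data hits start at about 27%; measured in HUVEC primary endothelial cells; signal is the percent of cells scored E-selectin positive by PE staining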
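Material: HUVEC primary endothelial cells; Amount: 3,000 cells per well; Dosing: single concentration; Medium: EGM-2 growth medium on 0.1% gelatin-coated wells; Read-out basis: percent E-selectin-positive cells; Signal: immunofluorescence imaging; Control set: TNF-alpha, DMSO.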
Active calls of the source: *; ? = inconclusive; . = not tested or not shown. Not a hit list; about 3% have a hit in one of these screens.

no. | canonical_smiles | XiGFP reactiv | EWS-Fli inh | RAD54 branch | RAD52 inh | S100A4 MyoIIA | esBAF inh | FN deposition inh | E-sel inducer
1 | COc1cc(C(=O)Nc2nccs2)ccc1OCc1c(C)noc1C | . | -27.2 | -10.0 | -9.5 | 7.0 | 4.6 | . | .
2 | Cc1ccc(C(=O)/C=C/Nc2ccc(S(=O)(=O)Nc3cc(C)nc(C)n3)cc2)cc1 | -0.1 | . | -0.7 | -47.8 | 19.9 | . | . | 1.0
3 | CC(C)Oc1cccc(C(=O)C2CCCN(C(=O)c3noc4c3CCCC4)C2)c1 (configuration not stated) | 0.0 | 10.7 | . | -4.4 | -19.0 | . | -0.1 | .
4 | Cc1noc(C)c1S(=O)(=O)Nc1ccc2c(c1)C(=O)N([C@@H](C)CO)C[C@H](C)[C@@H](CN(C)C(=O)C1CCCCC1)OCCCC[C@H](C)O2 | 0.0 | 6.7 | 1.3 | 17.9 | -12.2 | 0.9 | . | -0.3
5 | CC(=O)N1CCOc2ccc(S(=O)(=O)NCC3CCC(C(=O)Nc4ncccc4C)CC3)cc21 (configuration not stated) | 0.2 | . | 0.0 | -18.6 | -3.4 | -2.0 | 0.2 | 0.0
6 | CC(NC(=O)NC(=O)c1cccc([N+](=O)[O-])c1)C1CC1 (configuration not stated) | 0.1 | -23.4 | -20.1 | -31.0 | -1.1 | 6.8 | . | 0.0
7 | COCC#Cc1cnc2c(c1)C(=O)N([C@H](C)CO)C[C@@H](C)[C@H](CN(C)C(=O)Nc1ccccc1F)O2 | 0.2 | -13.1 | 3.9 | -11.6 | -6.8 | -3.7 | 0.8 | 0.0
8 | CN(CC(=O)Nc1ccccc1Cl)C(=O)C1CCN(C(=O)c2ccc(Cl)cc2)CC1 | 0.1 | -0.6 | -2.1 | -8.5 | -3.3 | . | 0.7 | .
9 | Cc1cc(Nc2cccc(Cl)c2)c2ccccc2n1 | 0.2 | 15.4 | 12.3 | -13.2 | -0.1 | -10.1 | -2.1 | .
10 | CN(CCNC(=O)C1CCC(=O)N(Cc2cccc(F)c2)C1)CCc1ccccc1 (configuration not stated) | 0.4 | -8.5 | -2.5 | -4.0 | -11.0 | -7.2 | . | -0.3
11 | CCC(=O)N1CC2(C1)[C@H](c1ccccc1)[C@H](CO)N2CC1CCOCC1 | 0.1 | -5.0 | . | -0.7 | 16.7 | . | 5.3 | -0.2
12 | COC(=O)COc1c(Cl)cc(C(c2c(C)[nH][nH]c2=O)c2c(C)[nH][nH]c2=O)cc1OC | 0.1 | 5.9 | -6.9 | -12.7 | 0.7 | -5.3 | -8.0 | -0.2
13 | N#C[C@@H]1[C@@H](c2ccccc2-c2ccccc2F)[C@@H](CO)N1C(=O)C1CC1 | 0.1 | -4.3 | . | -11.7 | -16.2 | . | -11.7 | -0.1
14 | CC1(C(=O)OCC(=O)Nc2ccccc2)CC1(Cl)Cl (configuration not stated) | 0.1 | -17.7 | 5.8 | -9.2 | -2.0 | ? | . | .
15 | COc1ccc(NC(=O)CSc2ccccc2)cc1S(=O)(=O)N1CCOCC1 | 0.7 | 0.5 | 2.2 | -4.1 | -1.6 | -5.4 | 2.9 | 2.5
16 | COc1cc(OC)nc(S(C)(=O)=O)n1 | 0.1 | . | 2.6 | . | . | -2.4 | 12.4 | .
17 | CCOC(=O)c1cc(S(=O)(=O)Nc2ccc(F)cc2F)cn1C | -0.1 | 7.1 | 1.6 | -7.4 | 1.4 | 0.4 | 11.4 | .
18 | C[C@@H]1CN([C@H](C)CO)S(=O)(=O)c2ccc(-c3cccc(C#N)c3)cc2O[C@H]1CN(C)Cc1cccc(F)c1 | -0.3 | 31.5 | 7.4 | 15.7 | 24.8 | 3.4 | -18.3 | -0.2
19 | CC(C)CCc1noc(CN(CC2CCC2)CC2CCCO2)n1 (configuration not stated) | 0.4 | 3.5 | -10.5 | -8.0 | -3.0 | 2.0 | 1.4 | -0.5
20 | C[C@@H]1CCCCO[C@H](CN(C)C(=O)Nc2ccccc2)[C@@H](C)CN([C@H](C)CO)C(=O)c2cc(NS(=O)(=O)c3ccc(Cl)cc3)ccc2O1 | 0.1 | -16.1 | 3.4 | . | . | -4.1 | -0.5 | .
21 | C/C(=N\Nc1cc(C)nc(-c2ccccc2O)n1)c1ccccc1 | 0.0 | -34.6 | . | -5.6 | 1.9 | 8.5 | . | .
22 | COc1ccc(-c2cc(C(=O)N(C)Cc3cccc(OC)c3OC)c3ccccc3n2)cc1OC | 0.0 | 20.5 | 13.8 | -16.0 | -3.9 | -7.4 | 16.4 | 16.2
23 | CC(C)(C)NC(=O)c1ccc(NC(=O)c2ccccc2-c2ccccc2C(=O)O)cc1 | 0.3 | -2.1 | -6.9 | -9.8 | 0.7 | -4.9 | -3.8 | .
24 | CS(=O)(=O)Nc1ccc2c(c1)[C@@H]1C[C@@H](CC(=O)NCc3ccc(-c4ccccc4)cc3)O[C@H](CO)[C@@H]1O2 | 0.2 | 20.4 | -9.0 | . | . | 17.5 | 14.3 | -0.4
25 | CCCCNC(=O)C[C@@H]1C[C@@]2(C(=O)OC)CCCCC=C2N(Cc2cccc3ccccc23)C1=O | 0.8 | 4.1 | . | -3.0 | 8.6 | . | 18.6 | 0.0
26 | O=C(COC(=O)c1ccc(S(=O)(=O)NCc2ccco2)cc1)NCc1ccc(F)cc1 | -0.1 | 0.0 | -0.6 | -10.0 | -1.8 | -2.2 | 0.1 | .
27 | C/C=C/c1cnc2c(c1)C(=O)N([C@@H](C)CO)C[C@H](C)[C@@H](CN(C)C(=O)CN1CCOCC1)O2 | -0.4 | -5.5 | 3.7 | 2.6 | -11.6 | 1.8 | -4.6 | 0.1
28 | CC(C)NC(=O)N(C)C[C@@H]1Oc2ccc(NC(=O)Nc3ccc(C(F)(F)F)cc3)cc2C(=O)N([C@H](C)CO)C[C@@H]1C | -0.6 | -12.0 | -0.8 | 3.6 | -8.6 | -4.2 | . | 0.0
29 | CCOC(=O)c1ccc(NC(=O)NNC(=O)CCc2ccc(OC)cc2)cc1 | 0.2 | -9.2 | 5.2 | -16.3 | -1.4 | -0.1 | . | 0.3
30 | COc1ccccc1-c1cc(NC=O)c2ncc(-c3ccc(S(C)(=O)=O)cc3)n2c1 | -0.1 | 26.3 | -2.6 | -41.1 | -7.4 | -1.8 | 6.2 | -0.2

(continued)
no. | canonical_smiles | XiGFP reactiv | EWS-Fli inh | RAD54 branch | RAD52 inh | S100A4 MyoIIA | esBAF inh | FN deposition inh | E-sel inducer
31 | O=C(c1cccnc1)N1C[C@H]2[C@@H](c3ccccc31)[C@H](CO)N2C(=O)C1CC1 | 0.3 | -2.6 | 6.2 | -4.4 | -1.3 | 2.4 | 7.1 | 0.2
32 | Cc1nn(-c2ccccc2)c(C)c1/C=C1\C(=O)N(C)C(=S)N1C | 0.5 | 6.7 | . | -14.1 | -1.1 | . | 5.6 | -1.1
33 | Cc1ccccc1NC(=O)c1ccc(CN2CC(=O)N3CCCCC3C2=O)cc1 (configuration not stated) | 0.4 | -0.6 | 2.6 | -1.3 | 17.0 | 2.6 | -2.2 | 0.1
34 | COc1ccc(C)cc1NC(=O)COC(=O)CCC(=O)c1cccs1 | 0.1 | -2.6 | 5.8 | 2.1 | 0.9 | -5.5 | -8.0 | 1.6
35 | CO[C@@H]1CC[C@@H]2CCN(C)C(=O)[C@@H](C)N(C)C(=O)c3cccc(C#N)c3OC[C@@H]1O2 | 0.1 | -5.7 | -8.2 | . | . | -0.4 | -6.4 | 0.1
36 | Brc1ccc(N=Nc2ccc3ccccc3n2)cc1 | 0.1 | 77.4* | -0.7 | 8.9 | 11.7 | . | -0.3 | 0.1
37 | O=C(CN(C1CCCCC1)S(=O)(=O)c1ccccc1)NCC1CCCO1 (configuration not stated) | 0.0 | 1.0 | 6.4 | -8.8 | -2.9 | -3.3 | -1.4 | .
38 | COCCc1nnc(NC(=O)C23CC4CC(CC(C4)C2)C3)s1 | 0.0 | 18.6 | -8.4 | -3.1 | 5.3 | 24.8 | -0.7 | .
39 | O=C(O)CSc1nc(-c2ccccc2)nc2c1CCCC2 | -0.1 | -4.1 | 10.8 | -18.3 | -1.2 | -10.3 | 10.6 | -0.8
40 | NC(=O)c1cc2cc(Br)ccc2o/c1=N/NC(=O)c1cccc(F)c1 | 0.3 | 5.8 | 12.2 | -34.3 | -10.7 | -6.5 | -5.1 | 0.0
41 | COc1cccc(NC(=O)N[C@@H]2C=C[C@H](CC(=O)Nc3ccccc3)O[C@@H]2CO)c1 | -0.1 | . | . | -4.5 | -62.1 | . | -13.9 | 0.1
42 | CCOC(=O)c1c(CSc2ccccc2)oc2cc(Br)c(O)c(CN(C)C)c12 | 0.2 | -1.5 | . | 34.1 | 16.2 | -4.5 | -11.5 | .
43 | COc1cccc(-n2cc(C(=O)NCCCOC(C)C)c3ccccc3c2=O)c1 | 0.2 | 3.9 | 9.1 | -1.9 | -2.1 | 7.7 | -1.8 | -0.1
44 | C[C@@H]1CN([C@@H](C)CO)S(=O)(=O)c2ccc(-c3cncnc3)cc2O[C@@H]1CN(C)Cc1ccccc1 | -0.5 | -5.1 | -1.2 | 3.7 | 6.0 | -9.0 | . | -0.2
45 | CC(=O)N(C)C[C@H]1Oc2ncc(C3=CCCC3)cc2C(=O)N([C@H](C)CO)C[C@@H]1C | 0.2 | -8.3 | 6.3 | 6.4 | -30.3 | -1.3 | -3.1 | -0.2
46 | COc1cccc(-c2nc(=S)c3c(n2CCCO)CCCC3)c1 | . | 8.4 | -3.9 | -2.3 | -1.1 | 1.2 | . | .
47 | CCC(=O)N[C@@H]1CC[C@@H](CC(=O)NCCN2CCCCC2)O[C@@H]1CO | 0.3 | 4.3 | 2.1 | -0.2 | -0.9 | -2.8 | 1.2 | 0.0
48 | Cc1cc(S(=O)(=O)NC(=O)[C@H]2O[C@@H](n3ccc(=O)[nH]c3=O)[C@H](O)[C@@H]2O)ccc1Br | 0.1 | -2.4 | . | 3.5 | -9.5 | . | -2.1 | 0.2
49 | CC(CNS(=O)(=O)c1ccc(Br)cc1)CN(C)C (configuration not stated) | -0.1 | -1.4 | . | -11.8 | 2.2 | . | -2.9 | .
